Screens as filed in PubChem BioAssay.
PglD inh – blocks C. jejuni PglD acetyltransferase activity; purified PglD enzyme, DTNB colorimetric CoA detection; inhibition, % at 12.5 µM; 0.098% of 360,000 active; AID 602405; in the data active = inhibition above about 16%, passing the limit was not always enough; note: strong numbers were not always called active
PAX8 inh HTS – inhibitors of PAX8 transcriptional activity in RMG-I cells | RMG-I TPO-luciferase reporter, SteadyGlo, 24 h | inhibition, % at 12.6 µM | 1.2% of 360,000 active | AID 652154;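 active = mean replicate inhibition at least 60% with every replicate also reaching 60%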;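 note: luciferase light reporting Pax8 driven TPO promoter activity; plate controls were median of neutral control wells for no effect and mitoxantrone controls for full effect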
LGR2 inh – blocks bursicon-induced cAMP signaling via Drosophila LGR2; HEK293 LGR2, CRE-luciferase, bursicon-stimulated, 4 h; inhibition, % at 9.99 µM; 0.35% of 380,000 active;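 active = drop in luminescence signal, shown as inhibition above about 50% in the replicate tests, limit read from the data, passing the limit was not always enough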;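 note: agonist challenge used bursicon conditioned medium at about half maximal strength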
Cneo AK release – Cryptococcus neoformans lysis via adenylate kinase release. 0.2% of 360,000 active. AID 651654. C. neoformans lysis, adenylate kinase release luminescence, 4 h; normalised: neutral wells 0, clomiphene wells 100. lysis activity, % at 15 µM;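 active = mean lysis activity across replicates of at least 80%, whatever share of replicates individually reach that level; inactive = mean lysis activity below 80%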
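Material: C. neoformans cells; Schedule: 4 h static compound exposure, 37 °C, read 1 h post-reagent; Measured by: adenylate kinase release luminescence; Read-out: signal increase indicating cell lysis; Controls: Clomiphene as positive lysis control.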
ARNT TACC3 PPI – disruptors of human ARNT/TACC3 interaction. AlphaScreen His-ARNT PAS-B/GST-TACC3 binding, luminescence; TACC3 fragment carries E629A point mutation. Q9Y6A5. inhibition, % at 9.99 µM. AID 623870. 0.66% of 390,000 active;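 active = mean inhibition of replicates at least 50% and at least half of replicates each reaching 50%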;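 note: 0% = complete ARNT plus TACC3 wells and 100% = ARNT alone without TACC3; many hits fall short of the cut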
PGC1a acetyl inh – PGC1a acetylation modulation, inhibitor mode; U2OS PGC1a acetylation, AlphaScreen anti-acetyl-lysine; with virally co-expressed GCN5 acetyltransferase; inhibition, % at 15.6 µM; 0.17% of 350,000 active; AID 651687;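 active = every replicate shows inhibition of at least 40%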;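 note: 0% = neutral control wells and 100% = positive control wells; some results beyond the cut were filed as inactive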
C2C12 statin – suppression of simvastatin myotoxicity | C2C12 myotubes + simvastatin, ATP luminescence, 48 h; scaled: DMSO 0, geranylgeraniol control 100 | rescue of ATP level, % at 7.49 µM | 0.78% of 330,000 active;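 active = mean ATP rescue above about 67%, or every replicate alone reaching that limit, limit read from the data, passing the limit was not always enough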;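 note: myotubes were challenged with 10 µM simvastatin during compound exposure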
INS-1E GSIS act – primary screen for activators of insulin secretion dependent on glucose, INS-1E cells, GLuc reporter luminescence; AID 743287; 0.61% of 370,000 active; INS-1E GLuc reporter insulin secretion, 2-3 h; activation, % at 16.6 µM;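 active = lowest replicate activation of at least 40%, so every replicate reaches that level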;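 note: 0% = median of neutral control wells and 100% = median of IBMX positive control wells; some compounds called inactive have numbers as strong as hits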
An asterisk follows results filed as active; . = no result given.

SMILES	PglD inh	PAX8 inh HTS	LGR2 inh	Cneo AK release	ARNT TACC3 PPI	PGC1a acetyl inh	C2C12 statin	INS-1E GSIS act
CCCS(=O)(=O)c1c(S(=O)(=O)CCC)c2ccccn2c1C(=O)OC	3	.	16	.	2	1	2	-17
CO[C@H]1CN(C)C(=O)c2cc(NC(=O)C3CCOCC3)ccc2OC[C@@H](C)N(C(C)=O)C[C@H]1C	3	-1	-3	-1	-1	11	13	-1
COc1cccc(NC(=O)COC(=O)c2nc(Cl)ccc2Cl)c1	.	22	7	.	3	26	.	-4
O=C(CSC(=S)N1CCSCC1)c1ccccc1	.	-181	-51	.	35	3	.	-6
CC(C)c1ccc(C2c3[nH]c4ccccc4c3C[C@H]3C(=O)N(c4ccccc4C(=O)N4CCC[C@H]4C(=O)O)C(=O)N23)cc1 (stereo not given in full)	5	.	-32	3	0	6	-2	-5
COc1ccccc1OCC(=O)Nc1cc(Cl)ccc1N1CCCCC1	-7	2	14	1	-1	.	-1	2
COCC(=O)Nc1ccc2c(c1)C(=O)N(C)[C@@H]1CC[C@H](CC(=O)OC)O[C@H]1CO2	1	37	-6	54	-1	25	-4	-3
CC(C)OP(=O)(c1ccc(N(C)C)cc1)C(O)c1ccccc1F (stereo not given)	1	.	.	-1	0	-12	-5	.
CCC(C)(C)NC(=O)CN(CC1CCCO1)C(=O)CCC(=O)Nc1nccs1 (stereo not given)	-13	.	6	2	-2	2	3	10
C[C@H](CO)N1C[C@H](C)[C@@H](CN(C)C)OCCCC[C@H](C)Oc2ccc(NS(=O)(=O)c3cn(C)cn3)cc2C1=O	-4	-1	6	0	-7	.	.	14
COCC1CCN(C(=O)C2CCN(c3nc(-c4ccccc4)nc4c3CCC4)CC2)C1 (stereo not given)	3	20	-7	-1	6	-9	.	-15
CC(=O)Nc1ccc(NC(=O)C2(C)Cc3c(-c4cccc(C(N)=O)c4)ccnc3O2)cc1 (stereo not given)	-1	-3	1	-1	.	-6	5	4
CN1CCN(S(=O)(=O)c2ccc3[nH]c(=O)oc3c2)CC1	.	9	14	.	-52	.	.	15
C[C@@H]1CCCCO[C@@H](CN(C)S(=O)(=O)c2cn(C)cn2)[C@H](C)CN([C@@H](C)CO)C(=O)c2cc(NC(=O)Nc3ccc(C(F)(F)F)cc3)ccc2O1	-2	-2	-10	1	-5	-8	14	3
c1ccc(CN2CCOCC2)nc1	.	3	-13	.	6	.	.	-16
CCNC(=O)C[C@H]1CC[C@@H]2[C@H](COC[C@H](O)CN2C(=O)Nc2ccc(Cl)c(Cl)c2)O1	-1	-1	-20	-13	1	6	-6	-19
COc1ccccc1C(=O)NCCC(=O)NCCc1ccccc1	-2	-17	-4	1	-2	1	-7	6
Cc1ccc(Nc2nnc(SCC(=O)c3c(N)n(C4CC4)c(=O)[nH]c3=O)s2)cc1C	-4	-51	-17	-2	9	1	50	4
COc1ccc(CN(C)C[C@@H]2OCCCC[C@@H](C)Oc3ccc(NC(=O)Nc4ccc(F)cc4)cc3C(=O)N([C@H](C)CO)C[C@@H]2C)cc1	10	1	-10	4	2	5	28	-23
C[C@H](CO)N1C[C@H](C)[C@H](CN(C)Cc2ccc(C(F)(F)F)cc2)Oc2c(NC(=O)C3CCOCC3)cccc2C1=O	-2	0	0	0	-3	2	-8	15
CCC(C)NC(=O)CCS(=O)(=O)c1ccc2c(c1)n(C)c(=O)c(=O)n2C (stereo not given)	-2	-2	-3	-2	18	-2	-3	7
Cn1c(=O)c2c(nc(NCc3ccc4c(c3)OCO4)n2Cc2ccccc2F)n(C)c1=O	-3	.	.	-5	10	3	.	.
COC(=O)c1c(C)oc(C)c1S(=O)(=O)NCc1ccc(Cl)cc1	.	-3	7	.	-3	.	.	16
COCCNC(=O)C(OC(=O)c1cc2oc(C)cc2n1C)C(C)C (stereo not given)	-5	.	.	-2	4	-1	.	12

Gathered by group: the entries above containing a CF3 group
SMILES	PglD inh	PAX8 inh HTS	LGR2 inh	Cneo AK release	ARNT TACC3 PPI	PGC1a acetyl inh	C2C12 statin	INS-1E GSIS act
C[C@@H]1CCCCO[C@@H](CN(C)S(=O)(=O)c2cn(C)cn2)[C@H](C)CN([C@@H](C)CO)C(=O)c2cc(NC(=O)Nc3ccc(C(F)(F)F)cc3)ccc2O1	-2	-2	-10	1	-5	-8	14	3
C[C@H](CO)N1C[C@H](C)[C@H](CN(C)Cc2ccc(C(F)(F)F)cc2)Oc2c(NC(=O)C3CCOCC3)cccc2C1=O	-2	0	0	0	-3	2	-8	15

Another view of some results above.
Order of results: PglD inh	PAX8 inh HTS	LGR2 inh	Cneo AK release	ARNT TACC3 PPI	PGC1a acetyl inh	C2C12 statin	INS-1E GSIS act
- CN1CCN(S(=O)(=O)c2ccc3[nH]c(=O)oc3c2)CC1
    .	9	14	.	-52	.	.	15
- COC(=O)c1c(C)oc(C)c1S(=O)(=O)NCc1ccc(Cl)cc1
    .	-3	7	.	-3	.	.	16

Next entries.
SMILES	PglD inh	PAX8 inh HTS	LGR2 inh	Cneo AK release	ARNT TACC3 PPI	PGC1a acetyl inh	C2C12 statin	INS-1E GSIS act
Cc1cccc(N2C(=O)CS/C2=N\NC(=O)c2cccnc2)c1C	.	0	-8	.	-8	-2	.	3
CN(Cc1ccccc1)C(=O)c1ccc(NC(=O)Cc2ccc(NC(=O)C3CCN(S(=O)(=O)c4cccc([N+](=O)[O-])c4)CC3)cc2)cc1	-4	17	3	1	-4	.	-12	-27
Cc1cc(C(=O)Nc2cccc3c2O[C@H](CN(C)Cc2ccc(Cl)c(Cl)c2)[C@@H](C)CN([C@H](C)CO)C3=O)n(C)n1	0	58	24	-3	-1	-16	-45	-26
CCn1ccnc1CN(C)Cc1cn(-c2ccccc2)nc1-c1ccc(OC)cc1F	0	8	-12	-2	16	.	-8	-6
Cc1ccccc1S(=O)(=O)N1C[C@H](O)COC[C@H]2O[C@H](CC(=O)O)CC[C@@H]21	2	-4	-4	2	-8	-3	-1	16
CCCS(=O)(=O)NC(=O)C1(C)CCN(C(=O)C2(c3ccc(Cl)cc3)CCCC2)C1 (stereo not given)	4	10	18	0	.	15	5	11
C/C=C/C=C/C(=O)O	2	.	-28	-1	.	0	0	25
CC(=O)Nc1ccc(S(=O)(=O)Oc2cccc(/C=C3\SC(N)=NC3=O)c2)cc1	.	2	18	.	-5	11	.	8
CC(C)c1ccc2nc(N)sc2c1	1	-135	-45	-10	-1	-3	-5	18
O=C1NN(c2ccccc2)C(=O)/C1=C\c1coc2ccc(O)cc2c1=O	.	-3	-10	.	14	6	-1	-34
CSc1cccc(N2CC(C(=O)Nc3cccc(S(=O)(=O)N4CCCC4)c3)CC2=O)c1 (stereo not given)	0	0	10	2	-1	9	25	-29
Cc1nc(SCC(=O)Nn2c(-c3ccccc3)nc3ccccc3c2=O)n[nH]1	1	.	.	-1	-5	2	-10	.
CN(C)C(=O)c1ccc(-c2ccc([C@@H]3[C@H](CO)N4CCCCN(C(=O)C5CCCC5)C[C@@H]34)cc2)cc1	1	7	.	48	-18	12	.	.
COC(=O)CSc1nnc(-c2ccc3c(c2)OCO3)n1C	.	-3	.	.	2	15	.	27
Cc1[nH]n(-c2ccccc2)c(=O)c1/C=N/N(C)c1ccccc1	.	-3	-27	.	24	.	.	14
Cc1cc(C)c2c(N)c(S(=O)c3ccc(C(C)(C)C)cc3)sc2n1 (stereo not given)	-3	.	6	1	2	7	12	-1
O=C(Nc1cc(Cl)ccc1Cl)C1CC(=O)N(c2ccccc2)C1 (stereo not given)	-2	8	9	1	-1	-7	-2	-1
COc1cc(/C=C/C(=O)OCC(=O)NC(=O)NC(C)C)cc(OC)c1OC	0	6	1	2	6	-9	5	-13
Cc1cc(SCNC(=O)c2ccccc2)nc(C(C)C)n1	.	7	-13	.	17	.	.	3
Cc1cc(C)nc(N/N=C/c2cn[nH]c2-c2ccccc2)n1	1	1	14	-5	1	1	7	-10
Cc1cc(SCC(=O)N(C)CC(=O)Nc2ccc(F)cc2)nc2ccccc12	.	23	6	.	25	.	.	-22
O=c1oc2ccccc2c2c1cnc1ccccc12	1	19	3	0	18	-5	2	20
Cc1ccc(S(=O)(=O)Nc2ccc3c(c2)C(=O)N([C@@H](C)CO)C[C@H](C)[C@@H](CN(C)C(=O)Nc2ccc(C(F)(F)F)cc2)OCCCC[C@@H](C)O3)cc1	0	75*	-12	0	12	-9	.	-13
Cc1nn(Cc2ccccc2)c(Cl)c1/C=C/C(=O)OC(C)C(=O)N1CCCC1 (stereo not given)	.	-7	7	.	-28	.	.	-19
O=C(C1CCC1)N1C[C@@H]2[C@H](c3ccccc31)[C@@H](CO)N2C(=O)c1ccccc1F	-2	32	2	43	.	8	-3	11
COc1ccc(Oc2cn[nH]c2-c2ccc(OCC(=O)NN)cc2O)cc1	-4	14	-11	5	-3	1	13	25
O=C(NNC(=O)C1CCN(S(=O)(=O)c2c(Cl)cccc2Cl)CC1)c1ccccc1O	-3	31	4	-2	31	-4	21	-10
Cc1cc(C)n2ncc(-c3cccc(Br)c3)c2n1	-1	-14	-53	0	-21	-5	-30	40
Cc1noc(C)c1NC(=O)Nc1cccc2c1O[C@H](CN(C)Cc1ccccc1)[C@H](C)CN([C@@H](C)CO)C2=O	1	-12	-15	-4	8	.	-5	1
Cc1ccc(NC(=O)CCNS(=O)(=O)c2ccccc2)c(C(=O)c2ccccc2)c1	-5	16	6	0	2	.	.	-5
CCOC(=O)/C=C/c1ccc2c(c1)S(=O)(=O)N(c1cccc(OC)c1)[C@H]2CC(=O)OCC	2	13	14	5	-3	2	10	-1
O=C(CNC(=O)c1ccncc1)Nc1ccc(F)c(F)c1	0	8	15	-1	.	-6	1	6
O=C(NCc1ccccc1)[C@H]1[C@H](CO)[C@H]2Cn3c(cccc3=O)[C@@H]1N2C(=O)Cc1ccccn1	0	.	-2	1	7	.	7	1
CC(/C=C/C=C/c1ccccc1)=N/NC(=O)CNc1ccc(C)cc1	1	.	-12	2	-6	-8	6	-8
CC(=O)NCC(=O)NC1CCCc2c1cnn2-c1ccc(C(C)(C)C)cc1 (stereo not given)	7	7	2	-1	-12	-8	-4	-9
COc1ccc(C2c3[nH]c4ccccc4c3C[C@H]3C(=O)N(C)CC(=O)N23)cc1OC (stereo not given in full)	-4	-1	-15	1	-3	-3	-3	10
COC(=O)c1ccc(Cl)c(NC(=O)NC2CCCCC2)c1	5	.	.	0	-2	-14	-8	.
O=C(NC1CCN(C(=O)Nc2ccccc2Cl)CC1)c1ccco1	.	3	-2	-1	6	.	4	28
Fc1ccc(-c2ccc(NCCN3CCOCC3)nn2)cc1	4	-32	-17	-3	22	-1	-5	-5
Cc1ccc2nsnc2c1NC(=S)NC(=O)c1ccco1	.	17	10	.	12	.	.	8
Cc1cc(NC(=O)CCC(=O)N(Cc2cccs2)C(C(=O)NC2CCCC2)c2ccncc2)no1 (stereo not given)	-4	6	.	2	-1	10	.	.
O=C(CC1CC1)Nc1ccc2c(c1)[C@@H]1C[C@H](CC(=O)N3CCCCC3)O[C@H](CO)[C@@H]1O2	-3	-29	-4	-1	7	1	0	12
O=C(NCC[C@H]1CC[C@@H](NC(=O)C2CCC2)[C@H](CO)O1)c1cnccn1	2	-42	10	-7	-11	3	-2	2
C[C@H](CO)N1C[C@H](C)[C@@H](CN(C)S(C)(=O)=O)Oc2ccc(NC(=O)Nc3cccc4ccccc34)cc2C1=O	-1	35	-8	2	2	2	4	13
CCCNC(=O)C1(C)CCN(C(=O)c2cc(F)cc(F)c2)C1 (stereo not given)	2	-5	9	0	.	3	2	7
CCc1ccc(OCC(=O)N/N=C\c2ccco2)c([N+](=O)[O-])c1	-4	-38	.	-6	-3	3	.	-5
Cc1cc(C(=O)OCC(=O)Nc2ccccc2Br)c(C)o1	2	-17	6	0	1	1	2	4
Cc1cc(C)nc(SCc2cn3c(C)cccc3n2)n1	-1	3	-4	2	.	7	.	19
